Source: PubChem BioAssay (Southern Research Specialized Biocontainment Screening Center)
PhoP GFP inhibition – PhoP regulon inhibitors, Salmonella typhi PhoP promoter GFP reporter, confirmatory (AID 1850); Salmonella Typhi PhoP-promoter GFP reporter, fluorescence, 4 h; higher % means a stronger effect; inhibition, % at 50 µM; hits with a dose series show IC50 in µM; 310,000 compounds, 0.33% hits; in the data active = a potency from the dose series; inconclusive = inhibition mostly from about 25% at the one dose, without a potency; inactive = the rest, 99 in 100 with inhibition below about 19%;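 also: 0% = induced wells with vehicle and 100% = uninduced wells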
inhibitors of VEEV – inhibitors of VEEV TC-83 cytopathic effect, confirmation, Vero cells (AID 588727). Vero cells, VEEV TC-83 cytopathic effect inhibition; higher % means a stronger effect. one-dose inhibition, % at 20 µM; IC50 in µM for titrated hits. 350,000 compounds, 0.13% hits; in the data active = a potency from the dose series; inconclusive = inhibition mostly from about 14% at the one dose, without a potency; inactive = the rest, 99 in 100 with inhibition below about 12%; also: strong numbers were not always called active
M. tuberculosis HTS – M. tuberculosis growth inhibition, HTS (AID 449762). M. tuberculosis H37Rv growth inhibition, 7H9 media; higher % means a stronger effect. inhibition, % at 25 µM, or IC50 in µM where a hit was titrated. 330,000 compounds, 0.59% hits; in the data active = a potency from the dose series; inconclusive = inhibition above about 70% without an active follow-up result;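 also: bacterial growth assessed after seven days of incubation; strong numbers were not always called active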
tuberculosis growth – growth inhibition of non-replicating M. tuberculosis (AID 488890). Mycobacterium tuberculosis non-replicating, growth inhibition; higher % means a stronger effect. inhibition, % at 25 µM; hits with a dose series show IC50 in µM. 320,000 compounds, 0.39% hits; in the data active = a potency from the dose series; inconclusive = inhibition mostly from about 82% at the one dose, without a potency; inactive = the rest, 99 in 100 with inhibition below about 76%;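 also: plate controls were DMSO cells for no effect and high antibiotic wells for full effect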
influenza NS1A – H1N1 influenza NS1A inhibitors, functional cell based assay (AID 504329). inhibition, % at 12.5 µM; hits with a dose series show IC50 in µM. NS1A functional cell-based assay, percent inhibition; higher % means a stronger effect. 340,000 compounds, 0.3% hits; in the data active = a potency from the dose series; inconclusive = inhibition above about 27% without an active follow-up result; also: strong numbers were not always called active
inhibitors of VEEV 10K pilot screen – recorded beside inhibitors of VEEV, whose call it bears; inhibition, %; measured here: 10K pilot screen inhibition
The depositor's hits bear a star; i = inactive; ? = inconclusive; · = not tested or not shown.

SMILES | PhoP GFP inhibition | inhibitors of VEEV | M. tuberculosis HTS | tuberculosis growth | influenza NS1A | others
CCN(CC)S(=O)(=O)c1ccc(C(=O)N2CCN(C(=O)c3ccco3)CC2)cc1 | · | 2.9% | -4% | -5% | -6%
Cc1cccc(-n2nc([N+](=O)[O-])c(N3CCN(C(=O)c4ccco4)CC3)[n+]2[O-])c1 | 0% | 1.8% | 4% | 6% | -1%
Fc1ccc(-c2csc3ncnc(Nc4ccc(N5CCOCC5)cc4)c23)cc1 | -8% | i | 29% | 32% | 2%
COc1ccc(OC)c(NC(=O)/C=C/c2ccc(S(=O)(=O)N3CCOCC3)cc2)c1 | · | 8.0% | · | · | 5%
CC(=O)/C(=N/Nc1ccccc1)Sc1nnc(C(O)c2ccccc2)n1-c1ccccc1 (stereo not given) | -10% | 0.7% | 0% | 12% | -5%
CCc1nn2c(N3CCOCC3)cc(C)nc2c1-c1ccccc1 | 4% | 1.6% | -6% | 10% | -4%
Cc1cc(=O)n2c3ccccc3n(CC(O)CN3CCCCC3)c2c1C#N (stereo not given) | -2% | i | -2% | 0% | -1%
CC(=O)Nc1ccc(S(=O)(=O)N(C)CC(=O)Nc2nc3ccccc3[nH]2)cc1 | · | 5.2% | · | · | -3%
Cc1ccc(Sc2ccc(/C=C3/C(=O)NN(c4ccccc4)C3=O)o2)cc1 | 9% | 0.4% | 99% | 4.2µM* | 17%
c1ccc(CSc2ccc(-c3cccs3)nn2)cc1 | 1% | 0.4% | -7% | 50% | -5%
CC1CCN(C(=O)c2cc(-c3ccccc3O)on2)CC1 | 5% | 3.3% | -2% | 1% | 24%
COc1ccc2[nH]c3c(c2c1)CCN1C(=O)C(CC(=O)NCC24CC5CC(CC(C5)C2)C4)C[C@H](C(=O)N(C(C)C)C(C)C)[C@@]31C (stereo not given in full) | · | i | · | · | 1%
CCCCOc1cc(=O)[nH]c(=O)[nH]1 | -6% | 1.9% | 8% | 6% | -11%
Cc1ccc2nc(/C(C#N)=C\c3ccc(N4CCOCC4)o3)[nH]c2c1 | -32% | 7.7% | 5% | 47% | 27%
O=C(NCc1ccco1)c1ccc(Cl)c(S(=O)(=O)N2CCOCC2)c1 | -19% | 2.0% | -7% | -11% | 3%
O=C(O)/C=C/c1ccc(S(=O)(=O)Nc2ccccc2C(=O)Nc2ccc(F)cc2)cc1 | -9% | 3.0% | -5% | -6% | -5%
CCN(CC(=O)Nc1c(F)cccc1F)C(=O)C1CCN(S(=O)(=O)c2ccccc2C(=O)OC)CC1 | · | 0.1% | · | · | -7%
COc1ccc(N2C(=O)C(F)(F)C2c2ccccc2F)cc1 (stereo not given) | · | 4.3% | · | · | 1%
CN(C)CCCNC(=O)C(=O)NCC1CCCO1 (stereo not given) | 14% | 1.6% | -4% | 3% | -3%
Fc1ccc(Oc2cnns2)cc1 | -1% | 0.8% | 1% | 4% | -10%

15 successive records from above, quoted:
SMILES | PhoP GFP inhibition | inhibitors of VEEV | M. tuberculosis HTS | tuberculosis growth | influenza NS1A | others
CCN(CC)S(=O)(=O)c1ccc(C(=O)N2CCN(C(=O)c3ccco3)CC2)cc1 | · | 2.9% | -4% | -5% | -6%
Cc1cccc(-n2nc([N+](=O)[O-])c(N3CCN(C(=O)c4ccco4)CC3)[n+]2[O-])c1 | 0% | 1.8% | 4% | 6% | -1%
Fc1ccc(-c2csc3ncnc(Nc4ccc(N5CCOCC5)cc4)c23)cc1 | -8% | i | 29% | 32% | 2%
COc1ccc(OC)c(NC(=O)/C=C/c2ccc(S(=O)(=O)N3CCOCC3)cc2)c1 | · | 8.0% | · | · | 5%
CC(=O)/C(=N/Nc1ccccc1)Sc1nnc(C(O)c2ccccc2)n1-c1ccccc1 (stereo not given) | -10% | 0.7% | 0% | 12% | -5%
CCc1nn2c(N3CCOCC3)cc(C)nc2c1-c1ccccc1 | 4% | 1.6% | -6% | 10% | -4%
Cc1cc(=O)n2c3ccccc3n(CC(O)CN3CCCCC3)c2c1C#N (stereo not given) | -2% | i | -2% | 0% | -1%
CC(=O)Nc1ccc(S(=O)(=O)N(C)CC(=O)Nc2nc3ccccc3[nH]2)cc1 | · | 5.2% | · | · | -3%
Cc1ccc(Sc2ccc(/C=C3/C(=O)NN(c4ccccc4)C3=O)o2)cc1 | 9% | 0.4% | 99% | 4.2µM* | 17%
c1ccc(CSc2ccc(-c3cccs3)nn2)cc1 | 1% | 0.4% | -7% | 50% | -5%
CC1CCN(C(=O)c2cc(-c3ccccc3O)on2)CC1 | 5% | 3.3% | -2% | 1% | 24%
COc1ccc2[nH]c3c(c2c1)CCN1C(=O)C(CC(=O)NCC24CC5CC(CC(C5)C2)C4)C[C@H](C(=O)N(C(C)C)C(C)C)[C@@]31C (stereo not given in full) | · | i | · | · | 1%
CCCCOc1cc(=O)[nH]c(=O)[nH]1 | -6% | 1.9% | 8% | 6% | -11%
Cc1ccc2nc(/C(C#N)=C\c3ccc(N4CCOCC4)o3)[nH]c2c1 | -32% | 7.7% | 5% | 47% | 27%
O=C(NCc1ccco1)c1ccc(Cl)c(S(=O)(=O)N2CCOCC2)c1 | -19% | 2.0% | -7% | -11% | 3%

Later entries.
SMILES | PhoP GFP inhibition | inhibitors of VEEV | M. tuberculosis HTS | tuberculosis growth | influenza NS1A | others
CCOC(=O)C1(O)CC(C)=NN1C(=O)c1cccc(Br)c1 (stereo not given) | 1% | i | 0% | 1.4µM* | 5%
CC(C)c1ccc2[nH]c(O)c(N=NC(=O)c3cccc(S(=O)(=O)Nc4cccc(Cl)c4)c3)c2c1 | -6% | 0.4% | 6% | 6% | -7%
COc1cc(/C=N/NC(=O)c2ccncc2)ccc1OC(=O)c1cccc(F)c1 | 10% | 2.2% | ? | 3.5µM* | -5%
Cc1cc(=O)oc2cc(OCC(=O)NC3CCCCC3)c(Cl)cc12 | · | 0.4% | 19% | 36% | -2%
CN(C)S(=O)(=O)c1ccc(C(=O)Nc2cccc(S(=O)(=O)NC3=NCCC3)c2)cc1 | -1% | 1.4% | 4% | 3% | -3%
COc1ccc(-c2c(C#Cc3ccsc3)c3cc(-c4ccc5[nH]ccc5c4)ccc3n2C)cc1 | · | 3.8% | 0% | -13% | 3%
CCOc1ccc(C(=O)Nc2cccc3nsnc23)cc1[N+](=O)[O-] | -9% | i | 2% | -2% | 0%
O=C(CN1c2ccccc2Sc2ccccc21)NNC(=O)Nc1ccc(Cl)c(Cl)c1 | 16% | 0.8% | ? | -1% | 0%
Cc1nc(-c2ccc([N+](=O)[O-])cc2)nc2[nH]ccc(=O)c12 | 9% | i | 4% | 9% | -1%
NC(=O)c1ccc(NC(=O)COC(=O)CCN2C(=O)c3ccccc3C2=O)cc1 | · | i | 6% | -2% | -6%
COCCNC(=O)C1=NOC(Cn2cc(C#N)c(=O)n(C)c2=O)C1 (stereo not given) | 5% | i | -4% | -2% | -4%
CCN(C(=O)COC(=O)c1cccc(C)c1[N+](=O)[O-])c1c(N)n(Cc2ccccc2)c(=O)[nH]c1=O | · | 0.5% | · | · | -3%
CCCc1nc(SCC(=O)O)c2sc(=S)n(-c3ccccc3)c2n1 | -17% | 0.8% | -10% | 6% | -3%
CCN(CC)S(=O)(=O)c1ccc2oc(Nc3ccccc3)nc2c1 | 12% | 10% | 4% | 11% | 10%
O=C(N/N=C/c1cccs1)c1cccc(NC(=O)c2ccc(Cl)cc2)c1 | -3% | · | 2% | 45% | ·
CCOC(=O)N1CCN(C(=O)CCS(=O)(=O)c2ccc(Br)s2)CC1 | -4% | i | -9% | -12% | -11%
COc1ccc(/C=N/N=C2/NC(=O)C(CC(=O)O)S2)cc1OS(=O)(=O)c1ccccc1 (stereo not given) | 10% | 0.6% | 5% | 2% | 0%
Cc1cccc(NC(=O)C2CCN(S(=O)(=O)c3ccc4ccccc4c3)CC2)n1 | -3% | 8.6% | -5% | 1% | -3%
COC(=O)Cn1c(CCC(=O)O)ccc1-c1ccccc1 | -7% | 4.8% | -11% | -4% | -7%
CCC1CCCCN1CCCNC(=O)CC1Oc2ccc(C)cc2NC1=O (stereo not given) | -16% | 0.3% | -7% | 7% | 2%
CCOC(=O)c1cccc(NC(=O)CSc2nnc(-c3ccoc3C)n2CC)c1 | 2% | 6.7% | 1% | 7% | 10%
Cc1cccc(OCC(=O)NCC(=O)N/N=C/c2cccs2)c1 | -2% | 0.9% | 9% | 13% | -3%
CCOCCOC(=O)c1ccc(NC(=O)c2cc3ccccc3o2)cc1 | · | 1.2% | · | · | -7%
CC(=O)Nc1nc2nc(-c3ccccc3)cc(-c3ccccc3)n2n1 | 0% | 8.9% | -4% | 1% | 1%
COc1c2ccoc2c(OC[C@@H](O)C(C)(C)O)c2oc(=O)ccc12 | 13% | 0.5% | 0% | 9% | 3%
O=C(CCNS(=O)(=O)c1c(Cl)cccc1Cl)N1CCCC1 | · | i | -10% | -1% | 4%
c1cc(CNCC2CCCO2)ccn1 (stereo not given) | -6% | 0.6% | -2% | -18% | 2% | inhibitors of VEEV 10K pilot screen=2.1
COc1cc(C(=O)NNC(=O)c2ccoc2C)cc(OC)c1OC | -5% | 0.1% | 4% | 5% | -18%
Cc1cccc(NC2SC(=O)N(c3ccccc3)C2=O)c1 (stereo not given) | -1% | 1.0% | -5% | -9% | -2%
COc1ccc(C(=O)N2CCN=C2SC)cc1 | -11% | 0.8% | 4% | 5% | 1%
Cc1nn(CC(=O)N2CCCC2)c(=O)c2nn(-c3ccccc3)c(C)c12 | 0% | 0.6% | 2% | 0% | 3%
CCNc1nc(N2CCCCC2)nc(-n2nnc(C(=O)OCC)c2C)n1 | 8% | 5.8% | -2% | 9% | -6%
OCCC1CN(Cc2cc3c(cc2Cl)OCO3)CCN1Cc1ccccc1 (stereo not given) | 10% | 0.4% | 10% | 14% | 4%
COc1ccc(S(=O)(=O)Nc2c(C)cccc2C)cc1-n1cnnn1 | 6% | i | 3% | 6% | -1%
CC(C)(C)c1ccc(OCC(O)CNC(=O)c2ccccc2C(=O)O)cc1 (stereo not given) | 4% | 0.6% | 6% | 10% | 12%
CCOC(=O)CSc1nc2cc3c(cc2cc1CC)OCCO3 | 2% | i | ? | 74% | -4%
CN(C)S(=O)(=O)c1ccc(C(=O)N2CCN(C(=O)C3CCCO3)CC2)cc1 (stereo not given) | · | 1.1% | 2% | -8% | -7%
COC(=O)C(C)(C)ONC(=O)Nc1ccc([N+](=O)[O-])cc1 | 4% | 3.3% | -2% | 0% | -9%
CCCCn1nc(C(=O)NNC(=O)c2ccncc2)c2ccccc2c1=O | -8% | 2.3% | -9% | 16% | -10%
COc1ccc(NC(=O)COC(=O)c2ccc(C)c(S(=O)(=O)N3CCCCC3)c2)cc1 | · | 7.9% | -1% | 21% | -7%
O=C(O/N=C\c1ccc(N2CCCCC2)c([N+](=O)[O-])c1)c1ccc(Cl)cc1Cl | -15% | 2.0% | ? | ? | 14%
C=CCN(CC=C)S(=O)(=O)c1ccc(NC(=S)NC(=O)c2ccco2)cc1 | 4% | i | 4% | 74% | -3%
CSCCC(NC(=O)c1ccc(Cl)cc1)C(=O)NC(C)(C)C (stereo not given) | -7% | 0.8% | 2% | 8% | 2%
CC(C)C(OC(=O)c1cccs1)C(=O)NCc1ccco1 (stereo not given) | -20% | i | -3% | 73% | 11%
CCCSc1nc2c(c(=O)n1CC)SC(C)C2 (stereo not given) | -4% | i | -19% | -11% | 13%
CN(C(=O)c1cc2ccccc2cc1O)C1CCCCC1 | -2% | 1.1% | -1% | 20% | -3%
Cc1ccc(C(=O)COC(=O)c2ccncc2)cc1[N+](=O)[O-] | -3% | 2.3% | -23% | 6% | -2%
CCOC(=O)CSc1ncc(-c2ccccc2)cn1 | 11% | 4.9% | ? | ? | -1%
CCN(Cc1nc2ccccc2c(=O)[nH]1)C(=O)C1CC(=O)N(c2cccc3ccccc23)C1 (stereo not given) | · | 2.2% | 0% | 41% | -8%
CC(=O)NS(=O)(=O)c1ccc(N2C(=O)CC(Sc3nccc(C)n3)C2=O)cc1 (stereo not given) | 0% | 1.8% | 2% | -1% | -9%
COc1ccc(CCNS(=O)(=O)CC23CCC(CC2=O)C3(C)C)cc1OC (stereo not given) | -4% | i | -5% | 6% | -1%
COc1ccc(CCNC(=O)COC(=O)Cc2ccccc2[N+](=O)[O-])cc1 | · | i | 4% | 14% | -5%
COc1ccc(C(=O)Nc2ccccc2C(=O)NC(Cc2ccc(O)cc2)C(=O)NNC(=O)c2ccccc2)cc1 (stereo not given) | -6% | 4.4% | 1% | 5% | 3%
